From PubChem BioAssay
USP30 block: inhibitors of human USP30 deubiquitinase; Ubiquitin carboxyl-terminal hydrolase 30 (Homo sapiens), Q70CQ3; purified USP30, Ub-rhodamine cleavage fluorescence; hit rate 5.3% among 47,000; inhibition, % at 25 µM
OTUD3 inh: inhibitors of human OTUD3 deubiquitinase; purified OTUD3, Ub-rhodamine fluorescence, 2 h; hit rate 0.7% among 47,000; inhibition, % at 25 µM; OTU domain-containing protein 3 (Homo sapiens), Q5T2D3; AID 1645858, 2021
UCHL1 inh: inhibitors of human UCHL1 deubiquitinase. Ubiquitin carboxyl-terminal hydrolase isozyme L1 (Homo sapiens), P09936. purified UCHL1, Ub-rhodamine cleavage fluorescence. inhibition, % at 20 µM. hit rate 0.2% among 47,000. AID 1645859, 2021
USP8 inh: inhibitors of human USP8 deubiquitinase. purified USP8, Ub-rhodamine cleavage fluorescence, 30 min. AID 1645853, 2021. inhibition, % at 20 µM. hit rate 4.2% among 47,000
USP10 block: inhibitors of human USP10 deubiquitinase. Ubiquitin carboxyl-terminal hydrolase 10 (Homo sapiens), Q14694. purified USP10, Ub-rhodamine fluorescence, 60 min. inhibition, % at 20 µM. hit rate 1.1% among 47,000
USP17 block: inhibitors of human USP17 deubiquitinase | purified USP17, Ub-rhodamine cleavage fluorescence, 3 h | inhibition, % at 50 µM | hit rate 6.5% among 47,000
USP28 inh: inhibitors of human USP28 deubiquitinase. hit rate 3% among 47,000. Ubiquitin carboxyl-terminal hydrolase 28 (Homo sapiens), Q96RU2. AID 1645857, 2021. inhibition, % at 25 µM. purified USP28, Ub-rhodamine cleavage fluorescence, 30 min
USP7 block: inhibitors of human USP7 deubiquitinase. purified USP7, Ub-rhodamine cleavage fluorescence. inhibition, % at 20 µM. hit rate 0.3% among 47,000
Target sequence (Q93009 whole entry, looked up): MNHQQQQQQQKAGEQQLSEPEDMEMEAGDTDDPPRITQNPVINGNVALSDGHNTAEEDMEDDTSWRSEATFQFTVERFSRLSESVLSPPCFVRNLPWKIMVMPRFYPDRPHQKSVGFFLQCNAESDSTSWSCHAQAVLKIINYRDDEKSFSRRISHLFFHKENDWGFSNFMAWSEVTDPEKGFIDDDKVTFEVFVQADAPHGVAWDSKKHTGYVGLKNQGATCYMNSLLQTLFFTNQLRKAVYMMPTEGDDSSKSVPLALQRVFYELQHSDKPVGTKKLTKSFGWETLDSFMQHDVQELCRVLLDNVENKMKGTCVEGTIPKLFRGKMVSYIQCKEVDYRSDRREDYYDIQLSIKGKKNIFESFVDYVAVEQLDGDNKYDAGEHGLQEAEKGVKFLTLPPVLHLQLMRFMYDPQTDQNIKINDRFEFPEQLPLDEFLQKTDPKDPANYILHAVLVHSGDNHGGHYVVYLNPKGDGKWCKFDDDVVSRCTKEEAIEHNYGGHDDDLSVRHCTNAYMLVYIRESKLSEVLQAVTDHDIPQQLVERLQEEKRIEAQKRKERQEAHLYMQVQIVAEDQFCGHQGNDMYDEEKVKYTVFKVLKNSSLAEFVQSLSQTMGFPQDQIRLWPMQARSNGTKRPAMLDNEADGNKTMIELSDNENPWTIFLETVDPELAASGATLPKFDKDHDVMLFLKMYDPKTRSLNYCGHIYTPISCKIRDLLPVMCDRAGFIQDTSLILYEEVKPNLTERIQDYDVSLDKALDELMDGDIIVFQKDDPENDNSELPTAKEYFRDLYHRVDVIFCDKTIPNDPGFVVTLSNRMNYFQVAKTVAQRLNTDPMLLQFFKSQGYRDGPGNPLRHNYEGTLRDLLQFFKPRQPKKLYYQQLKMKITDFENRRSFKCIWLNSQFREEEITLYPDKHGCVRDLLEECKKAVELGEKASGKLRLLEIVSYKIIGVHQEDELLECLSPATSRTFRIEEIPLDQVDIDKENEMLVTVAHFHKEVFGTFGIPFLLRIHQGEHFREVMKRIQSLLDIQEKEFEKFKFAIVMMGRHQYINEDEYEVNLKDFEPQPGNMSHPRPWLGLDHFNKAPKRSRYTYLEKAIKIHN
An asterisk follows results filed as active; i = inactive; . = no result given. Rule as the data show it: active = inhibition above about 30%; inactive = the rest. No enrichment for hits; overall some 13% were active at least once.

# | Structure | USP30 block | OTUD3 inh | UCHL1 inh | USP8 inh
1 | O=C(Nc1ccc(F)cc1)c1ccccc1N1C(=O)[C@@H]2Cc3c([nH]c4ccccc34)C(c3ccc(F)cc3)N2C1=O (some centres undefined) | -382 | -67 | -19 | -66
2 | COc1ccccc1CNC(=O)c1cnc(N2CCCCC2)nc1N | -8 | 2 | 4 | -20
3 | O=C(C1CCCN(S(=O)(=O)N2CCCCCC2)C1)N1CCN(c2ccccc2F)CC1 (centres undefined) | 2 | 1 | -2 | -5
4 | COC(=O)CN1C(=O)CC(C)(C)S(=O)(=O)c2ccccc21 | 4 | -3 | -1 | 0
5 | CC(C)N1CCN(c2ccc3ccc(C(=O)N4CCN(C)CC4)cn23)CC1 | -220 | -54 | -15 | -32
6 | CCOc1nccnc1NC1CCN(C(=O)c2ccccc2)CC1 | 19 | 13 | 1 | 17
7 | COc1cc(=O)[nH]c(SCC(=O)Nc2cccc(C)c2)n1 | -15 | -4 | -2 | -12
8 | Cn1nc(C(=O)N2CCC3(CC2)OCCO3)c2c1-c1ccccc1OC2 | 18 | 6 | 1 | 11
9 | CC(C)[C@H](NC(=O)[C@H](Cc1c[nH]c2ccccc12)n1c(=O)[nH]c2ccccc2c1=O)C(=O)N1CCC(C(=O)O)CC1 | 12 | 8 | 5 | -14
10 | Cc1noc2ncnc(N(C)C3CCCCC3)c12 | . | 0 | 1 | 1

# | USP10 block | USP17 block | USP28 inh | USP7 block
1 | -3 | -72 | -84 | -19
2 | 0 | 1 | 12 | 7
3 | -1 | -3 | -9 | -4
4 | 1 | -10 | -16 | 1
5 | -2 | -60 | -78 | -20
6 | 2 | 18 | 13 | 2
7 | -1 | -16 | -2 | 2
8 | 3 | 9 | 6 | 6
9 | -1 | 3 | 12 | 6
10 | 2 | 5 | . | -18

Three records drawn at random from the list so far, as already listed:
# | Structure | USP30 block | OTUD3 inh | UCHL1 inh | USP8 inh
2 | COc1ccccc1CNC(=O)c1cnc(N2CCCCC2)nc1N | -8 | 2 | 4 | -20
6 | CCOc1nccnc1NC1CCN(C(=O)c2ccccc2)CC1 | 19 | 13 | 1 | 17
1 | O=C(Nc1ccc(F)cc1)c1ccccc1N1C(=O)[C@@H]2Cc3c([nH]c4ccccc34)C(c3ccc(F)cc3)N2C1=O (some centres undefined) | -382 | -67 | -19 | -66

# | USP10 block | USP17 block | USP28 inh | USP7 block
2 | 0 | 1 | 12 | 7
6 | 2 | 18 | 13 | 2
1 | -3 | -72 | -84 | -19

Additional entries.
# | Structure | USP30 block | OTUD3 inh | UCHL1 inh | USP8 inh
11 | CC(=O)c1ccc(S(=O)(=O)N2CCN(c3nnnn3-c3ccccc3)CC2)cc1 | -14 | 0 | 3 | 16
12 | COc1cc(OC)c(NC(=O)CCCC2=NS(=O)(=O)c3ccccc3N2)cc1Cl | 17 | 14 | 0 | 0
13 | O=C1CC(C(=O)Nc2ccc3c(c2)OCO3)n2ncc(-c3ccccc3)c2N1 (centres undefined) | 0 | 9 | -3 | 38*
14 | O=C(NCC(c1ccccc1Cl)N1CCOCC1)c1cc(-c2ccccc2)on1 (centres undefined) | -14 | -8 | 4 | -9
15 | Cc1noc(C)c1C(=O)N1CCCCC1c1cc(C)n2nccc2n1 (centres undefined) | -13 | -3 | -1 | -25
16 | CCC1(C)Cc2c(sc3nc(SC)nc(SCC(=O)NCc4ccccc4)c23)CO1 (centres undefined) | . | 5 | -1 | -1
17 | CC(C)c1ccc(NC(=O)C2C3C=CC4(O3)C2C(=O)N(CCCN2CCOCC2)C4C(=O)NC2CCCCC2)cc1 (centres undefined) | 9 | 12 | 2 | -46
18 | O=C(Nc1nnc(C2CCCC2)s1)C(=O)c1c[nH]c2ccccc12 | . | 3 | -1 | -3
19 | CC(C)NC(=O)c1cc(-c2cnc(-c3ccnn3C)nc2)cn1CC1CC1 | 24 | 5 | 2 | 9
20 | COc1cccc(OCCOc2ccc(-c3nc4sc5c(c4c(=O)[nH]3)CCC(C)C5)cc2OC)c1 (centres undefined) | 18 | 9 | 4 | -25

# | USP10 block | USP17 block | USP28 inh | USP7 block
11 | 8 | 4 | 0 | 5
12 | -2 | 11 | 10 | 0
13 | 3 | 14 | 10 | 7
14 | 1 | -4 | -10 | 3
15 | 0 | -11 | -12 | -1
16 | 5 | 18 | . | 0
17 | -1 | -4 | 8 | 1
18 | 0 | 9 | . | 4
19 | -1 | 3 | 3 | -9
20 | 2 | 8 | 5 | 7

(next part)
# | Structure | USP30 block | OTUD3 inh | UCHL1 inh | USP8 inh
21 | Cc1cccc(NC(=O)c2c(-c3ccccc3)c3c4n(c(-c5ccccc5)cn24)CCCC3)c1 | -28 | -5 | 2 | 1
22 | C[C@H]1C2CC(C[C@@H]1O)C(C)(C)O[C@H]2c1ccc(OCCN2CCCC2=O)cc1 (some centres undefined) | 0 | 4 | 0 | -11
23 | CC(C)c1noc(-c2ccn3c(CC(=O)NC4CCCC4)nnc3c2)n1 | 1 | -4 | -50 | 9
24 | COc1ccc(-c2c3c(=O)n(C)c(=O)n(C)c3cn2CCCN2CCOCC2)cc1 | -35 | -16 | -1 | -56
25 | CC12CCC(=O)N1c1ccccc1C(=O)N2c1ccc(F)cc1 (centres undefined) | 32* | 14 | 4 | 2
26 | COc1cccc(-n2c(=O)[nH]c3c(C(N)=O)nc(-c4ccc(OCc5ccccc5)cc4)nc32)c1 | i | -216 | -58 | -30
27 | Cc1nn(C)cc1CNC(=O)Nc1ccc(Cl)c(Cl)c1 | 11 | 3 | 3 | 0
28 | COc1ccc2nc(C(=O)NCc3ccccc3OC)cn2n1 | -18 | 1 | -3 | 1
29 | CCC(Cc1ccccc1)NS(=O)(=O)c1ccc2c(c1)NC(=O)CS2 (centres undefined) | 15 | 5 | 4 | 4
30 | Cc1ccc(NC(=O)Nc2nnc(CC(=O)N3CCOCC3)s2)cc1C | -66 | 0 | 1 | 15

# | USP10 block | USP17 block | USP28 inh | USP7 block
21 | 0 | -4 | -9 | -1
22 | -1 | 4 | 10 | -1
23 | 0 | 4 | -1 | 0
24 | -5 | -29 | -16 | -3
25 | 5 | 11 | 12 | 2
26 | -4 | -160 | -266 | -52
27 | -1 | 7 | 29 | 2
28 | -5 | -9 | -8 | 0
29 | 10 | 10 | 37* | -19
30 | 1 | 5 | -3 | 3

(further entries)
# | Structure | USP30 block | OTUD3 inh | UCHL1 inh | USP8 inh
31 | CCC(C)NC(=O)c1cn(-c2cc(-c3nc(C4CC4)no3)ccn2)cn1 (centres undefined) | 3 | 7 | 1 | 4
32 | COc1ccccc1-n1c(-c2cccs2)cn2c3c(=O)n(C)c(=O)n(C)c3nc12 | 4 | -8 | -1 | -6
33 | COc1ccc([C@H]2N(C(=O)c3cccc4ncccc34)CCC[C@]23CCC(=O)N3)cc1 | . | 2 | -1 | 1
34 | CNc1nc2c(c(=O)n1C)CCN(S(=O)(=O)c1ccc(C(C)(C)C)cc1)C2 | -2 | -5 | 3 | 19
35 | CCc1ccc(OCc2nnc(SCC(=O)Nc3ccccc3OC)n2Cc2ccccc2)cc1 | 49* | 15 | 10 | 18
36 | Cn1nc(C(=O)N2CCCC3(COCCN(CC4CC4)C3)C2)c2ccccc21 (centres undefined) | 25 | 10 | 2 | -17
37 | O=C(c1ccc2ccccc2c1)N1CCC2(CC1)NCCc1[nH]cnc12 | -30 | -9 | 0 | 27
38 | Cc1ccc(-c2cc(CNC(=O)COc3ccccc3F)no2)cc1 | 29 | 11 | 3 | 15
39 | COc1ccc(C2/C(=C(\O)c3c(C)nc4c(C)cccn34)C(=O)C(=O)N2CCN(C)C)cc1 (centres undefined) | 2 | 8 | 0 | -5
40 | CC1(C)CS(=O)(=O)N(c2cccc(C(=O)Nc3ccccc3)c2)C1=O | 7 | 5 | -1 | 4

# | USP10 block | USP17 block | USP28 inh | USP7 block
31 | 1 | 2 | 5 | 2
32 | 0 | -13 | -9 | -5
33 | 1 | -6 | . | 2
34 | -2 | 9 | 5 | 3
35 | 13 | 52* | 23 | 6
36 | -1 | 0 | 3 | 0
37 | -1 | 0 | -3 | 4
38 | 0 | 30 | 14 | 6
39 | 0 | 1 | 0 | -1
40 | 3 | 5 | 9 | -3

(continued)
# | Structure | USP30 block | OTUD3 inh | UCHL1 inh | USP8 inh
41 | CCn1cnc2cc(NCc3cc(OC)c(OC)c(OC)c3)ccc21 | 11 | 3 | 2 | 12
42 | O=S(=O)(Cc1cccc(F)c1)N1CC(c2nc3ccccc3[nH]2)C1 | 22 | 10 | 6 | 11
43 | Cc1ccc(Nc2nc(N3CCN(c4ccc(F)cc4)CC3)nc3c2cnn3C)cc1 | 31* | 14 | 3 | 27
44 | NC(=O)c1ccc(NC(=O)COC(=O)c2sc3cc(Cl)ccc3c2Cl)cc1 | -32 | -3 | -5 | 0
45 | COc1cc(NC(=O)c2cnc(N3CCCC3)nc2C)cc(OC)c1 | -8 | 0 | 0 | -2
46 | O=c1c(NCCCN2CCCC2)nc2ccncc2n1Cc1ccccc1 | 0 | -18 | 1 | -3
47 | O=C(NC1CCc2nc(C(F)(F)F)cn2C1)C1CC1 (centres undefined) | -1 | -1 | -4 | -1
48 | COc1c([C@H](CC(C)C)OC(C)=O)ccc2c1C(=O)OCc1cc(C)cc(O)c1O2 | 17 | 10 | 10 | 14
49 | CCC(C)NC(=O)C1CCN(c2nccc(-n3nc(C)cc3C)n2)CC1 (centres undefined) | 11 | -1 | -2 | -20
50 | Cc1ccc(-c2cn(CC(=O)NCc3ccc(F)cc3)c(=O)o2)cc1 | -6 | -2 | -1 | 18

# | USP10 block | USP17 block | USP28 inh | USP7 block
41 | -3 | 3 | 2 | 5
42 | 2 | 6 | 9 | 0
43 | 2 | 13 | 10 | 4
44 | 9 | 3 | -3 | 13
45 | 1 | -11 | 18 | 0
46 | -5 | 58* | -6 | -28
47 | 0 | 4 | -3 | -3
48 | 24 | 5 | 8 | 4
49 | 6 | 6 | 2 | 5
50 | 1 | -3 | -6 | -5

Another view of part of the listing above:
41) CCn1cnc2cc(NCc3cc(OC)c(OC)c(OC)c3)ccc21
42) O=S(=O)(Cc1cccc(F)c1)N1CC(c2nc3ccccc3[nH]2)C1
43) Cc1ccc(Nc2nc(N3CCN(c4ccc(F)cc4)CC3)nc3c2cnn3C)cc1

Assay by compound | 41 | 42 | 43
USP30 block | 11 | 22 | 31*
OTUD3 inh | 3 | 10 | 14
UCHL1 inh | 2 | 6 | 3
USP8 inh | 12 | 11 | 27
USP10 block | -3 | 2 | 2
USP17 block | 3 | 6 | 13
USP28 inh | 2 | 9 | 10
USP7 block | 5 | 0 | 4

The listing continues.
# | Structure | USP30 block | OTUD3 inh | UCHL1 inh | USP8 inh
51 | Cc1ccsc1/C=C1\C(=O)c2c(F)cccc2C1c1ccccc1 (centres undefined) | 19 | 6 | 3 | 1
52 | COc1cc2c(cc1OC)CN(Cc1cc(=O)n3ccsc3n1)CC2 | -222 | -50 | -15 | 56*
53 | CNC(=O)[C@@]12CCCN(c3ncccn3)[C@@H]1CN(Cc1ccc(C)cc1)C2 | 11 | 7 | 1 | -13
54 | Cc1ccc2oc(-c3ccc4c(c3)OCO4)cc(=NC(C)C(=O)O)c2c1 (centres undefined) | -102 | -11 | -3 | 15
55 | Oc1ccc2ccccc2c1CN1CCN(c2ncccn2)CC1 | . | 6 | 2 | 0
56 | Cc1cccc(NC(=O)COc2cccc(-n3cnnn3)c2)c1C | 19 | 6 | 1 | 4
57 | CS(=O)(=O)c1ccccc1C(=O)NCCC(c1ccccc1)c1ccccc1 | 21 | 0 | 4 | -1
58 | CC(NC(=O)c1ncoc1-c1ccc(F)cc1)c1ccccn1 (centres undefined) | -10 | 4 | -1 | -4
59 | O=C(Nc1nnc2n1CCCS2)c1ccc(Br)o1 | -7 | 0 | 0 | -66
60 | CCc1ccccc1OCCn1c(-c2ccc(Cl)cc2)nc2ccccc2c1=O | 8 | 8 | 6 | 4

# | USP10 block | USP17 block | USP28 inh | USP7 block
51 | 0 | 20 | 0 | 6
52 | -12 | 11 | -45 | -22
53 | 2 | 3 | 4 | -1
54 | 6 | -6 | -10 | 2
55 | 0 | 36* | . | 4
56 | 1 | 12 | 11 | 3
57 | 0 | -1 | 3 | 5
58 | 0 | -9 | 7 | -4
59 | 4 | -9 | 24 | 3
60 | 4 | . | 2 | 9

The list goes on.
# | Structure | USP30 block | OTUD3 inh | UCHL1 inh | USP8 inh
61 | CCOC(=O)c1c(C)oc2ncnc(N(CCO)c3ccccc3)c12 | -39 | -9 | 3 | 1
62 | COC[C@H]1CCCN1C(=O)C[C@@H]1CCN2C[C@@H]1CCCOc1ccc(N3CCOCC3)cc1CNCC2=O | -16 | 3 | -3 | -22
63 | CCN1CCN(C(=O)c2ccc3c(c2)N(C)C(=O)C2CCCCN32)CC1 (centres undefined) | -47 | -5 | -1 | 13
64 | COc1ccc(-n2c(=O)c3ccc(C(=O)NCCc4ccccc4)cc3n(CC(=O)NCCC3=CCCCC3)c2=O)cc1 | 4 | 29 | 1 | 8

# | USP10 block | USP17 block | USP28 inh | USP7 block
61 | 0 | -11 | -11 | 0
62 | -3 | -15 | -9 | 1
63 | -7 | 1 | -8 | 2
64 | 55* | 41* | 7 | 17
